# Screening data (PubChem BioAssay)
# GSK3 alpha inh = blocks human GSK-3 alpha kinase; hit rate 0.1% among 320,000; inhibition, % at 10 µM; ADP-Glo luminescence, 60 min; P49840;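 in the data active means inhibition above about 50%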;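 further: GST-tagged GSK-3 alpha with peptide substrate and 25 µM ATP; 0% = DMSO neutral wells and 100% = GW8510 positive control wells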
# DYRK1A inh = blocks rat Dyrk1A kinase activity. inhibition, % at 12.5 µM. ADP-Glo luminescence, NFATc1 peptide. AID 504441. hit rate 0.43% among 310,000; in the data active means inhibition above about 50%;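 further: plate controls were vehicle with enzyme for no effect and no enzyme for full effect; many of its hits are not listed in these tables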
# KCNK3 block = human KCNK3 channel inhibition, primary screen | hit rate 0.84% among 340,000 | B-score at 10 µM | O14649 | CHO-KCNK3 thallium flux, FluxOR fluorescence; hits give low values;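 active means B-score under library mean minus 4 SD, starting fluorescence ratio at most library mean plus 5 SD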;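 further: more negative B-score means stronger inhibition of thallium flux through KCNK3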
# GSK3B inh = inhibitors of human GSK3beta kinase | GST-GSK3beta kinase, ADP-Glo luminescence, 60 min; hits give low values | activity score (negative = inhibition), % at 10 µM | hit rate 0.038% among 300,000 | AID 2097;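 active means more than half of replicate wells score below -50%, meaning over 50% inhibition versus plate controls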;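 further: 0% = median DMSO wells and -100% = median GW8510 positive control wells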
#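 Assay system: GST-tagged human GSK3beta kinase, cell-free; Input: 1.6 ng GSK3beta; Medium: Tris/MgCl2 kinase buffer; Timing: 60 min enzyme reaction, room temperature; Signal: ADP-Glo luminescence quantifying ADP generated by kinase; Evaluation: score relative to plate controls; Benchmarks: DMSO neutral wells and GW8510 at 20 µM as positive.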
# hERG rescue = shields human hERG channel from block by proarrhythmic agents | hit rate 0.51% among 310,000 | activation (rescue from dofetilide block), less the hit threshold, % at 10 µM | CHO-hERG, FluxOR thallium flux, dofetilide IC70 present;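 active means activation above the mean of controls blocked by dofetilide plus 5 SD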;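 further: thallium influx through hERG after potassium depolarization seen as dye fluorescence rise; in these data hits start at about 4.7%; inactives centre near -7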
# Target sequence (Q12809 whole entry, looked up): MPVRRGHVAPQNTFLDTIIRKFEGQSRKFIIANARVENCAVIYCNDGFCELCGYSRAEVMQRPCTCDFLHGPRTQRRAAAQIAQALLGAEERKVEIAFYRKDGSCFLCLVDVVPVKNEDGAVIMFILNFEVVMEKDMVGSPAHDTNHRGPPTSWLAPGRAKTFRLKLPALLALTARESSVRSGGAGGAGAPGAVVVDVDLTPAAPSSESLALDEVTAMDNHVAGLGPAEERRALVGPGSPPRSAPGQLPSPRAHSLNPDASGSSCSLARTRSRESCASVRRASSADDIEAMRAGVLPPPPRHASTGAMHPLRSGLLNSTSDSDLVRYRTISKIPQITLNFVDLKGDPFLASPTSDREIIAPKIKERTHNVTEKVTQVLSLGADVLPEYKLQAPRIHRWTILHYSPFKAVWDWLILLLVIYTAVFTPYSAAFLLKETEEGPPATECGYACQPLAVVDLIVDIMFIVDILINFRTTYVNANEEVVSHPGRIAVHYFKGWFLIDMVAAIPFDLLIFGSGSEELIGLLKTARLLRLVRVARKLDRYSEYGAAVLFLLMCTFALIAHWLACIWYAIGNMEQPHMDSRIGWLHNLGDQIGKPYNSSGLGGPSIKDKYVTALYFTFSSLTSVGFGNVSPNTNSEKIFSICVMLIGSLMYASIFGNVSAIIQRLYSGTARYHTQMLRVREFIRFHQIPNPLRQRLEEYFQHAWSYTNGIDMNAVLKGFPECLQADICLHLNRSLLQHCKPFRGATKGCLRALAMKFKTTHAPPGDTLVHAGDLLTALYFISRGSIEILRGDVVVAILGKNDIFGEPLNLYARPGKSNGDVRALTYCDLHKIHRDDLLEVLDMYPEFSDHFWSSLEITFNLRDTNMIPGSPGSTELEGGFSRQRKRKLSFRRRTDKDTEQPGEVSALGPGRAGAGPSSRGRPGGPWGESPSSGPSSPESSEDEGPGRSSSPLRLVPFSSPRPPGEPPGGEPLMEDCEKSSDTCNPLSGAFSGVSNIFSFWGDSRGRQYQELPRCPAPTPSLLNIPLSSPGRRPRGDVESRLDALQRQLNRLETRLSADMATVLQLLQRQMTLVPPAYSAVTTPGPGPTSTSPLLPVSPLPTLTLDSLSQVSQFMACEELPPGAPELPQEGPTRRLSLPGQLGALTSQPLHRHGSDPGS
# RGS4 pot = potentiators or activators of RGS4. hit rate 0.92% among 310,000. HEK293 M3R/inducible RGS4, carbachol calcium flux Fluo4; hits give low values. AID 463111. B-score at 10 µM;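 active means B-score of the integrated calcium signal more than 4 SD below the library mean, with starting fluorescence not abnormally high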;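 further: negative B-score means reduced calcium response which marks RGS4 activation or potentiation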
#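 test system = M3R-expressing HEK293 line, RGS4 induced by doxycycline | probe or stimulus = carbachol at ECmax as muscarinic agonist stimulus | timing = dye loading 30 min 37 °C, buffer rest 30 min RT | signal = calcium dye Fluo4 fluorescence | evaluation = B score from integrated fluorescence ratio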
# KCNK9 inh = blocks the human KCNK9 two-pore domain potassium channel | HEK293 KCNK9, FluxOR thallium flux fluorescence; hits give low values | B-score at 10 µM | hit rate 1.2% among 310,000 | AID 488922;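 active means ratio B-score over 3 SD below the library mean, with starting fluorescence within 5 SD of its mean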;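 further: negative B-score means less thallium flux so channel inhibition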
# KCNQ1 inh = blocks the human KCNQ1 potassium channel; CHO-K1 KCNQ1, FluxOR thallium flux fluorescence; hits give high values; B-score at 10 µM; hit rate 1.3% among 310,000; AID 2642;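 active means compounds whose thallium flux B-score, printed positive for inhibition, exceeds three library SD while starting fluorescence stays within three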;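 further: channel opened by potassium depolarization with thallium stimulus after 20 min compound exposure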
# PolyA inhibitor = blocks polyadenylation in yeast reporter cells | S. cerevisiae SKY197-pL101 polyadenylation reporter, beta-gal luminescence; efflux-impaired pdr1/pdr3 knockout yeast; score 100 = 6 SD above DMSO | calls only at 12 µM | hit rate 0.02% among 300,000 | AID 1875;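 active means lowest replicate activity score at least 50, where 100 means six control SD above control mean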;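 further: yeast exposed to compound for 9 h at 30 °C; higher score means more reporter readthrough which indicates perturbed polyadenylation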
# KCNQ1 act = potentiators or activators of human KCNQ1 potassium channel; P51787; CHO-K1 KCNQ1, thallium flux FluxOR fluorescence; hits give high values; B-score at 10 µM; hit rate 0.35% among 310,000; AID 2648;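 active means fluorescence ratio B-score, a plate-corrected score, at least three library SD, with initial intensity B-score within 5 SD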
#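 Doses: Single concentration per compound, DMSO matched to controls | Test system: KCNQ1-transfected CHO-K1 cells | Timing: 90 min dye loading and 20 min compound exposure, both at room temperature | Measured by: Kinetic FluxOR thallium fluorescence, 10-s 1-Hz baseline, 110-s post-stimulus read | Medium: Assay buffer with matched DMSO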
# RGS4 block = human RGS4 inhibition. hit rate 0.45% among 310,000. B-score at 10 µM. AID 463165. HEK293 M3R/RGS4 inducible, Fluo-4 calcium flux; hits give high values; triggered by carbachol at its EC20. P49798;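 active means B-score, a plate-corrected calcium signal, over three deviations above library mean, with baseline fluorescence within five deviations of library mean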;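 further: RGS4 expression induced by doxycycline in cells with stable M3 receptor; B-score is computed from the integrated fluorescence ratio over baseline after carbachol; higher B-score means a larger calcium signal and so more RGS4 inhibition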
# Starred values were filed as active, the others as inactive; i = inactive; / = not tested or not shown. Not all compounds are listed; count on the stated rates, not on these rows.
SMILES,GSK3 alpha inh,DYRK1A inh,KCNK3 block,GSK3B inh,hERG rescue,RGS4 pot,KCNK9 inh,KCNQ1 inh,PolyA inhibitor,KCNQ1 act,RGS4 block
CC(CCc1ccccc1)NC(=O)c1ccco1 (stereo not drawn),0,9,i,-6,-6,i,i,i,i,i,i
O=C(c1cnn(-c2cccc(F)c2)c1)c1ccccc1O,0,2,i,5,-6,i,i,i,i,i,i
Nc1ncc(Br)cc1S(=O)(=O)NCCC(=O)NC1CCCCC1,1,3,i,-1,-8,i,i,i,i,i,i
CCOC(=O)c1nn(-c2ccccc2)c(C)c1C(C)=O,-1,-4,i,-3,-7,i,i,i,i,i,i
O=C(N/N=C/C=C/c1ccc([N+](=O)[O-])cc1)C1COc2ccccc2O1 (stereo not drawn),-2,2,i,-23,-3,i,i,i,i,i,i
CN1C(=O)c2ccccc2C(C(=O)O)C1c1cccc([N+](=O)[O-])c1 (stereo not drawn),-1,-1,i,0,-6,i,i,i,i,i,i
Cc1cccc(C)c1NC(=O)Cn1nnc(C(=O)Nc2ccc(F)cc2F)c1N,-1,-2,i,-1,-7,i,i,i,i,i,i
O=C1/C(=C/c2cccc(F)c2)SC(=S)N1NS(=O)(=O)c1ccccc1,-9,-5,i,10,-2,i,i,i,i,i,i
COc1ccc(CC(=O)NNC(=O)COc2ccc(Br)cc2C)cc1OC,-1,-2,i,0,-7,i,i,i,i,i,i
Cc1ccc(S(=O)(=O)N2CCCC(C(=O)NCc3ccco3)C2)cc1Cl (stereo not drawn),-1,-2,i,-1,-13,i,i,i,i,i,i
COc1ccc(Cl)cc1NC(=O)c1nc2nc(C)cc(C(F)F)n2n1,0,2,i,0,-5,i,i,i,i,i,i
O=C(CCNS(=O)(=O)c1cccs1)N1CCc2ccccc2C1,-1,8,i,0,-10,i,i,i,i,i,i
O=C(N/N=C/c1c(F)cccc1Cl)c1cc(C2CC2)[nH]n1,0,/,i,1,-4,i,i,i,i,i,i
N#C/C(C(=O)NCCc1ccccc1)=C1/N=C(NC(=O)c2cccs2)c2ccccc21,2,0,i,-5,-13,i,i,i,i,i,i
O=C(NC(Cc1ccccc1)C(=O)O)/C(=C/c1ccco1)NC(=O)c1cccc(Br)c1 (stereo not drawn),-3,3,i,7,-8,i,i,i,i,i,i
O=C(Nc1ccc(S(=O)(=O)Nc2ncccn2)cc1)c1cccnc1,-1,-3,i,0,-3,i,i,i,i,i,i
COc1cccc(/C=N/NC(=O)CCCC(=O)NC2CCCCC2)c1,2,6,i,0,-7,i,i,i,i,i,i
O=C(O)/C=C/C(=O)NCCc1ccccc1,-1,2,i,0,-5,i,i,i,i,i,i
O=C(NC1CCCCC1)C1CC(=O)N(c2ccccc2)C1 (stereo not drawn),-4,-4,i,-1,-5,i,i,i,i,i,i
c1ccc(OCc2nn3c(C4CCCCC4)nnc3s2)cc1,0,0,i,3,-13,i,i,i,i,i,i
N#CC1=C(N)C(C#N)(C#N)C(c2cccnc2)C2CCCC=C12 (stereo not drawn),21,/,/,-5,-8,i,i,i,i,i,i
O=c1[nH]c(=S)[nH]c2scc(-c3ccc(Br)cc3)c12,0,6,i,-1,-4,i,i,i,i,i,i
Cc1ccc(C(=O)O)cc1NC(=S)NC(=O)C(c1ccccc1)c1ccccc1,-9,-1,i,6,-10,i,i,i,i,i,i
CCOC(=O)N1CCN(C(=O)c2ccc(-n3c(=S)[nH]c4ccccc4c3=O)cc2)CC1,2,3,i,2,2,i,i,i,i,i,i
Cc1nn(Cc2ccccc2)c2c1C(c1ccccc1)C(C#N)=C(N)O2 (stereo not drawn),2,1,i,4,-11,i,i,i,i,i,i
SMILES,GSK3 alpha inh,DYRK1A inh,KCNK3 block,GSK3B inh,hERG rescue,RGS4 pot,KCNK9 inh,KCNQ1 inh,PolyA inhibitor,KCNQ1 act,RGS4 block
COc1cc(-c2cc(C(=O)O)c3c(OC)c(OC)c(OC)cc3n2)ccc1O,3,4,i,0,-8,i,i,i,i,i,i
COC(=O)c1cccc(C23CC4(C2)[C@H](CN(Cc2ccc(C(F)(F)F)cc2)[C@@H]4c2ccccc2)C3c2ccc(Cl)nc2)c1 (stereo partly drawn),-2,6,i,-5,-2,i,i,i,/,i,i
Cc1ccc(-c2nc3ccccn3c2NCc2ccc3c(c2)OCO3)cc1,1,7,-9.9*,-2,-44,-9.5*,-17*,10*,i,i,i
Cn1cnnc1SCCn1c(N2CCCCC2)nc2c1c(=O)[nH]c(=O)n2C,5,-3,i,4,-5,i,i,i,i,i,i
Cc1c(NC(=O)c2cc3ccccc3o2)c(=O)n(-c2ccccc2)n1C,-1,-10,i,-3,-14,i,i,i,i,i,i
O=C(O)c1cc(-c2ccccc2)nn1CC1CC(c2cccc([N+](=O)[O-])c2)=NO1 (stereo not drawn),-1,/,/,4,-2,i,i,i,i,i,i
O=C(CC1C(=O)NCCN1Cc1ccc(-c2ccccc2)cc1)NCC1CCOCC1 (stereo not drawn),-3,-4,i,2,-6,i,i,i,i,i,i
Nn1c(COc2cccc(Br)c2)nnc1SCC(=O)N1CCc2ccccc2C1,-13,-2,i,2,-15,i,i,i,i,i,i
CCn1c(SCc2ccc(Cl)cc2Cl)nc2nc3c(cc2c1=O)CCCC3,-3,-6,i,/,-13,i,i,i,i,i,i
Cc1ccc(C)c(Cn2nnc3c(=O)[nH]c(C4CCCN(C(=O)c5ccco5)C4)nc32)c1 (stereo not drawn),0,-3,i,-2,-9,i,i,i,i,i,i
O=[N+]([O-])c1nn(-c2ccc(Cl)cc2)n(O)c1=NCc1ccccc1Cl,-4,-1,i,-5,-10,i,i,i,i,i,i
O=C(CSc1nnc(NC(=O)C2CC(=O)N(c3ccccc3)C2)s1)NCc1ccco1 (stereo not drawn),0,2,i,1,-9,i,i,i,i,i,i
CCC(C)C(NS(=O)(=O)c1ccc(C)cc1)C(=O)N1CCOCCOCCOCC1 (stereo not drawn),-1,5,i,-1,-7,i,i,i,i,i,i
Cc1cccc(OCC(=O)Nc2ccc3c(c2)nc(CCN2CCN(C)CC2)n3C)c1,-20,3,i,0,-5,i,i,9*,i,i,i
CCN(C(=O)C(C)OC(=O)CCCNC(=O)c1ccc(Cl)cc1)c1ccccc1 (stereo not drawn),-3,7,i,1,-6,i,i,i,i,i,i
CCCCN1CC(C(=O)NCc2ccc(C)cc2)CC1=O (stereo not drawn),-1,-5,i,0,-8,i,i,i,i,i,i
CSCC[C@H](NC(=O)OC(C)(C)C)c1nnc(SCC(=O)N(C)C)o1,0,10,i,1,-10,i,i,i,i,i,i
COC(=O)CN(c1ccc(C)cc1)S(=O)(=O)c1ccc(F)cc1,-1,6,i,1,-12,i,i,i,i,i,i
CC(C)(C)NC(=O)CCN(/N=C/c1ccccc1)C1=NS(=O)(=O)c2ccccc21,-2,-3,i,-7,-7,i,i,i,i,i,i
CCN(CC(=O)Nc1c(F)cccc1F)C(=O)C1CCN(S(=O)(=O)c2ccc(F)cc2)CC1,-4,-2,i,0,-8,i,i,i,i,i,i
CC(=O)c1cccc(NC(=O)NC2CCCCC2)c1,-2,4,i,0,-5,i,i,i,i,i,i
O=C(O)C1C2CCC(O2)C1C(=O)Nc1ccc(F)c(Cl)c1 (stereo not drawn),-1,-2,i,-3,4,i,i,i,i,i,i
O=C(CNS(=O)(=O)c1ccc(Br)s1)NCCc1ccc(Cl)cc1,1,0,i,2,-2,i,i,i,i,i,i
O=C(O)C1=C[C@H](c2ccc(Br)cc2)C[C@H](OCCCCO)O1,-3,3,i,4,-6,i,i,i,i,i,i
Cc1ccsc1CN(C(=O)c1ccccc1)C1CCS(=O)(=O)C1 (stereo not drawn),6,-3,i,-1,-8,i,i,i,i,i,i

# Reprinted from the listing (6 entries):
SMILES,GSK3 alpha inh,DYRK1A inh,KCNK3 block,GSK3B inh,hERG rescue,RGS4 pot,KCNK9 inh,KCNQ1 inh,PolyA inhibitor,KCNQ1 act,RGS4 block
Cc1c(NC(=O)c2cc3ccccc3o2)c(=O)n(-c2ccccc2)n1C,-1,-10,i,-3,-14,i,i,i,i,i,i
O=C(O)c1cc(-c2ccccc2)nn1CC1CC(c2cccc([N+](=O)[O-])c2)=NO1 (stereo not drawn),-1,/,/,4,-2,i,i,i,i,i,i
O=C(CC1C(=O)NCCN1Cc1ccc(-c2ccccc2)cc1)NCC1CCOCC1 (stereo not drawn),-3,-4,i,2,-6,i,i,i,i,i,i
Nn1c(COc2cccc(Br)c2)nnc1SCC(=O)N1CCc2ccccc2C1,-13,-2,i,2,-15,i,i,i,i,i,i
CCn1c(SCc2ccc(Cl)cc2Cl)nc2nc3c(cc2c1=O)CCCC3,-3,-6,i,/,-13,i,i,i,i,i,i
Cc1ccc(C)c(Cn2nnc3c(=O)[nH]c(C4CCCN(C(=O)c5ccco5)C4)nc32)c1 (stereo not drawn),0,-3,i,-2,-9,i,i,i,i,i,i

# Later entries.
SMILES,GSK3 alpha inh,DYRK1A inh,KCNK3 block,GSK3B inh,hERG rescue,RGS4 pot,KCNK9 inh,KCNQ1 inh,PolyA inhibitor,KCNQ1 act,RGS4 block
Cc1cccc(C(=O)OCC(=O)Nc2ccc(F)cc2)c1,-2,-1,i,1,1,i,i,i,i,i,i
CCCN1CCc2c(sc(NC(=O)c3ccc(S(=O)(=O)N(C)c4ccccc4)cc3)c2C(=O)NC)C1,10,-7,-9*,-1,-30,-9.5*,i,15*,i,i,i
O=C(COC(=O)/C=C/c1ccc(C(F)(F)F)cc1)NC1CCS(=O)(=O)C1 (stereo not drawn),-1,4,i,-2,-9,i,i,i,i,i,i
O=C(Nc1c(-c2ccccc2)nc2ccccn12)c1cccc(F)c1,-2,1,i,-4,-4,i,i,i,i,i,i
COc1ccc(NC(=O)N2CCCC(CCC(=O)N(C)CCc3ccccn3)C2)cc1 (stereo not drawn),0,-5,i,2,-9,i,i,i,i,i,i
Cc1nc2ncnn2c(C)c1Cc1ccccc1Cl,-1,5,i,2,-15,i,i,i,i,i,i
COCCNc1nc(N)c([N+](=O)[O-])c(NCC2CCCO2)n1 (stereo not drawn),68*,34,i,-53*,-1,i,i,i,i,i,i
